# Compound activity deposited in PubChem by National Center for Advancing Translational Sciences (NCATS).
# ERG-DNA inh – blocks human ERG Ets domain binding to DNA | P11308 | fluorescence polarization, His-ERG Ets domain / labelled DNA | Potency, µM (highest dose often 76.9 µM), for inactives: at the highest dose FP activity, negative = inhibition, usual class: inhibitors | 0.028% of 370,000 active; active means well fitted inhibition curve with a large enough effect in the polarisation, with a control signal flat; inconclusive means small, poorly fitted or top-dose-only effect, or effect the other way, or a change in a side signal; inactive means no such curve, though single readings can be large or run the other way; the % refers to the polarisation;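 further: polarization taken with two DNA probes labelled with fluorescein and Texas red; potency means the concentration at half of the fitted maximal effect; % of control where 0% means no effect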
# Target sequence (P11308 whole entry, looked up, the tested form may be a part): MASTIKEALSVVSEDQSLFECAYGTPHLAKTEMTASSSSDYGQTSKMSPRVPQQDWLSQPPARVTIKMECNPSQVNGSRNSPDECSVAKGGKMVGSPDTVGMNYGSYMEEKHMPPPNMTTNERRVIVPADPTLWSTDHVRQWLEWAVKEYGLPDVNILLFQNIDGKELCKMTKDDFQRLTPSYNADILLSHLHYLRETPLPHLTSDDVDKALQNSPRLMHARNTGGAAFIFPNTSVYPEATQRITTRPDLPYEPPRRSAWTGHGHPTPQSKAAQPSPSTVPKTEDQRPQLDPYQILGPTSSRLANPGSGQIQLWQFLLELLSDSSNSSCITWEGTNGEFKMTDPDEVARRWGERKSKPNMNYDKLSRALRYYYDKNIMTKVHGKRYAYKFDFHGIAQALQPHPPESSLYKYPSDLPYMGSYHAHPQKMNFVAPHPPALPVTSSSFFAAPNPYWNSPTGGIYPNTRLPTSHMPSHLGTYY
#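 His-tagged ERG Ets domain (1 uM in the protein solution; 300mM KCl, 50mM Tris-HCl, 1mM EDTA, 1mM DTT, pH 7.5) received compound, then a probe mix of 5 nM fluorescein-DNA and 100nM Texas-615-DNA. Fluorescence polarization was read for both dyes.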
# Anesthetic bind – candidate novel general anesthetic via apoferritin binding. P02791. apoferritin/1-aminoanthracene competitive binding, fluorescence. 0.074% of 350,000 active. Potency, µM (series often up to 77.5 µM), for inactives: at the highest dose activity change, negative = displacement, actives largely listed as inhibitors; further: potency means the concentration at half of the fitted maximal effect; on the % scale 0 is the no-effect control and ±100 the full control effect; nearly all actives have a fitted effect of over 20% in size
# Target sequence (P02791 2-175 limits assumed): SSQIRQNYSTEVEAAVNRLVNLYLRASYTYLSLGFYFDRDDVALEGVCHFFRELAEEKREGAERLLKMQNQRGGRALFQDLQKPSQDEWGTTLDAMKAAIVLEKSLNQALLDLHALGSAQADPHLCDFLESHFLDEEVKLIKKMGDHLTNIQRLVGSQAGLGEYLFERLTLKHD
#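 Read-out: endpoint 1-AMA fluorescence, excitation 380 nm and emission 535 nm, after compounds sit 10 min at room temperature with 10 uM horse-spleen apoferritin in 50% saturated 1-AMA/PBS. Values come from four-parameter Hill fits.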
# Pol kappa inh – blocks human DNA polymerase kappa activity; Q9UBT6; purified Pol kappa, fluorescent DNA synthesis assay, 10 min; Potency, µM (series often up to 107 µM), without a hit: top-dose activity, negative = inhibition, actives largely listed as inhibitors; 0.53% of 400,000 active; further: potency means the concentration at half of the fitted maximal effect; on the % scale 0 is the no-effect control and ±100 the full control effect
#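 Pol kappa 10 nM + cpd, 15 min RT; start w/ substrate 50 nM final; fluorescence kinetic read, 0 and 10 min. Neg ctrl: buffer, no enzyme.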
# LDHA block – blocks human lactate dehydrogenase A; P00338; purified LDHA, NADH/diaphorase-resazurin fluorescence; hits give low values; 0.15% of 480,000 active; activity change, % (values are at about 110 or 230 µM); in the data active means activity change below about -30%; inconclusive means mostly about -25% to -30%;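 further: plate controls were DMSO wells for no effect and wells without enzyme for full effect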
#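 Remaining NADH was detected by diaphorase (0.133 mg/mL) converting 37 µM resazurin to fluorescent resorufin, read at 0 and 20 minutes. The preceding 5-minute room-temperature reaction used 2 nM LDHA, 0.2 mM sodium pyruvate and 0.06 mM NADH at pH 7.4.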
# Pol beta inh – inhibitors of human DNA polymerase beta | P06746 | Pol beta primer extension/strand displacement, fluorescence kinetic | Potency, µM (doses to about 114 µM), inactives show at the top dose activity change, negative = inhibition, hits mostly inhibitors | 1.3% of 340,000 active; further: potency means the concentration at half of the fitted maximal effect; on the % scale 0 is the no-effect control and ±100 the full control effect
#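 Pol beta (10 nM) was preincubated with compound for 15 min at room temperature. The reaction was then started with 50 nM substrate and read immediately and after a further 10 min at room temperature.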
# RGS4 inh – human RGS4 inhibition; AID 504845; Transcreener GDP fluorescence polarization, RGS4-accelerated GTP hydrolysis; P49798; 0.039% of 390,000 active; Potency, µM (titrated, usually from 114 µM), for the others: at the highest dose activity change, negative = inhibition, most hits filed as inhibitors; further: potency means the concentration at half of the fitted maximal effect; on the % scale 0 is the no-effect control and ±100 the full control effect; nearly all actives have a fitted effect of over 75% in size; some results filed as inactive show a strong effect at the top dose
#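 MLSMR compounds (23 nl, pin-transferred) preincubated 10 min at room temperature with a 500nM (2x) first reagent, then RGS4 at 900nM (2x) plus Transcreener GDP mix added; fluorescence polarization (620/688 nm) read before and after 90 min at 30 °C.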
# ALOX12 inh – ALOX12 (human) lipoxygenase inhibition; P18054; purified 12hLO, xylenol orange hydroperoxide absorbance; Potency, µM (highest dose often 108 µM), for the others: at the highest dose activity change, negative = inhibition, actives largely listed as inhibitors; 1.1% of 580,000 active; AID 1671190; further: potency means the concentration at half of the fitted maximal effect; on the % scale 0 is the no-effect control and ±100 the full control effect
#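 Purified human 12hLO (150 nM final) in 25 mM Hepes, 0.01% Triton X-100, pH 7.0 was preincubated 15 min at room temperature with compound. Then 40 uM arachidonic acid was added, 30 min. Hydroperoxide was read by Fe-XO absorbance ratio 573/405 nm.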
# APE1 inh – blocks human APE1 abasic DNA cleavage. P27695. recombinant APE1, TAMRA/BHQ-2 abasic DNA cleavage fluorescence. Potency, µM (series often up to 65.8 µM), for inactives: at the top dose activity change, negative = inhibition, most hits filed as inhibitors. 0.35% of 350,000 active;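 further: potency means the concentration at half of the fitted maximal effect; plate controls were vehicle for no effect and reference inhibitor for full effect; nearly all actives have a fitted effect of over 55% in size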
# Target sequence (P27695 whole entry, looked up): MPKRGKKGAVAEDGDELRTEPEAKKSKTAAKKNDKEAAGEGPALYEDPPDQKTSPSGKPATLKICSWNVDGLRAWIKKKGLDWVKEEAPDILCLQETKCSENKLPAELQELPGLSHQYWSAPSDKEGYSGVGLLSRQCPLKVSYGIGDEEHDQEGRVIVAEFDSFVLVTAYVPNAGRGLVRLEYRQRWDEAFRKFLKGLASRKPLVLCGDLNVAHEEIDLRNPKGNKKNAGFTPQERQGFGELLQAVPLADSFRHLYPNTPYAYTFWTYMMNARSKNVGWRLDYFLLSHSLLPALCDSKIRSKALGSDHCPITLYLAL
#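 Readout is kinetic fluorescence (ex 525, em 598 nm) from cleavage of 50 nM TAMRA/BHQ-2 THF abasic duplex by 0.75 nM APE1, compound added 15 min beforehand at RT.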
# Pol eta inh – DNA polymerase eta (human) inhibition; Q9Y253; recombinant Pol eta, fluorescent DNA replication assay; Potency, µM (highest dose often 114 µM), inactives show at the highest dose activity change, negative = inhibition, most hits filed as inhibitors; 1.2% of 390,000 active; further: potency means the concentration at half of the fitted maximal effect; on the % scale 0 is the no-effect control and ±100 the full control effect
#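 Pol eta at 10 nM preincubated with compounds 15 min at room temperature; reaction started with fluorescent substrate (50 nM final) and read kinetically at 0 and 10 min.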
# Active calls of the source: *; u = inconclusive; x = no result given; [ ] = remark or other dose. Unless noted, the call rests on the fitted dose curve; in most records, active means well fitted curve in the direction sought with a large enough effect; inconclusive means small, poorly fitted or top-dose-only effect, or another doubt; inactive means no such curve, though single readings can be large; an effect the other way counts as inactive or inconclusive. An excerpt. The share of hits here may be higher or lower than overall.
SMILES,ERG-DNA inh,Anesthetic bind,Pol kappa inh,LDHA block,Pol beta inh,RGS4 inh,ALOX12 inh,APE1 inh,Pol eta inh
CCC/C(=C1/c2ccccc2C(=O)N1c1ccccc1)c1ccc2[nH]ccc2c1,-3%,x,-11%,-6,x,10%,0%,-7%,-19%
O=c1[nH]c2ccc(Cl)cc2[nH]1,1%,x,-4%,-8,x,16%,7%,x,2%
CC1CCCC(NC(=O)C2CCCN2S(=O)(=O)c2cccc3nsnc23)C1C (stereo not given),-8%,-20%,3%,-3,35%,13%,16%,u,-14%
NC(=O)[C@H]1CC2(CC(c3cccc(NC(=O)COc4ccc(Cl)cc4)c3)=NO2)CN1C(=O)c1ccccc1C(=O)c1ccccc1 (stereo not given in full),-4%,-17%,4%,1,-10%,-6%,u,-2%,3%
Cc1ccc2c(c1)C(=O)OC(C(=O)Nc1ncc(Cc3ccccc3)s1)C2 (stereo not given),1%,-3%,7%,-1,5%,0%,-8%,x,-13%
O=C(Cc1ccccc1)Nc1c(C(=O)Nc2ccccc2F)oc2ccccc12,3%,-8%,-2%,0,1%,-9%,u,x,-3%
CN(C)CCCNC(=O)c1cc(S(=O)(=O)N2CCOCC2)ccc1F,2%,-12%,-5%,1,-1%,-11%,14%,3%,-3%
CC(=O)NCCn1c(SCC(=O)NCC2CCCO2)nc2ccccc2c1=O (stereo not given),-3%,7%,-1%,-2,-1%,11%,-5%,3%,-8%
COc1ccc(S(=O)(=O)N2CCc3ccccc32)cc1C(=O)OCC(=O)c1c(N)n(C)c(=O)n(C)c1=O,3%,-4%,-3%,3,5%,-3%,5%,2%,-18%
CCOC(=O)CC1COCCN1Cc1cn[nH]c1-c1cc(OC)c(OC)c(OC)c1 (stereo not given),u,0%,15%,-2,u,-5%,0%,-6%,-11%
O=C(CCl)N1c2ccccc2OCC1c1ccccc1 (stereo not given),-5%,-19%,-1%,5,7%,8%,-19%,5%,-12%
Cc1ccc(NC(=O)Cn2c(=O)n(CCC(=O)NCCc3ccccc3)c(=O)c3ccccc32)cc1,-1%,-3%,0%,-7,18%,1%,-10%,x,-4%

# 4 records drawn at random from those above, as already listed:
SMILES,ERG-DNA inh,Anesthetic bind,Pol kappa inh,LDHA block,Pol beta inh,RGS4 inh,ALOX12 inh,APE1 inh,Pol eta inh
NC(=O)[C@H]1CC2(CC(c3cccc(NC(=O)COc4ccc(Cl)cc4)c3)=NO2)CN1C(=O)c1ccccc1C(=O)c1ccccc1 (stereo not given in full),-4%,-17%,4%,1,-10%,-6%,u,-2%,3%
CC(=O)NCCn1c(SCC(=O)NCC2CCCO2)nc2ccccc2c1=O (stereo not given),-3%,7%,-1%,-2,-1%,11%,-5%,3%,-8%
CCC/C(=C1/c2ccccc2C(=O)N1c1ccccc1)c1ccc2[nH]ccc2c1,-3%,x,-11%,-6,x,10%,0%,-7%,-19%
O=C(CCl)N1c2ccccc2OCC1c1ccccc1 (stereo not given),-5%,-19%,-1%,5,7%,8%,-19%,5%,-12%

# (listing goes on)
SMILES,ERG-DNA inh,Anesthetic bind,Pol kappa inh,LDHA block,Pol beta inh,RGS4 inh,ALOX12 inh,APE1 inh,Pol eta inh
N#C/C(=C\c1ccc(N2CCOCC2)o1)C(=O)N1CCOCC1,1%,8%,-15%,1,15%,26%,-4%,u,-6%
N#Cc1ccccc1Cn1c(=O)n(CCCCC(=O)NCc2ccc3c(c2)OCO3)c(=O)c2ccccc21,3%,1%,-19%,-5,3%,9%,-5%,x,-1%
COc1ccc(S(=O)(=O)N2CCC(C(=O)NCC3CCCO3)CC2)cc1 (stereo not given),-5%,-5%,1%,-1,2%,-10%,6%,2%,-10%
CCCCN1C(N)=NC[C@@H]1C(C)O (stereo not given in full),10%,x,7%,-5,x,11%,-6%,x,1%
COc1ccc(S(=O)(=O)NNC(=O)c2cc3c4ccccc4n(C)c3s2)cc1,-3%,-14%,-21%,-3,2%,17%,6%,0%,5%
COc1ccc(NC(=O)C23CC4CC(C2)CC(n2cnc(Br)n2)(C4)C3)c(C)c1,0%,-10%,-17%,-3,8%,2%,22%,-3%,-18%
Cc1ccc(NS(=O)(=O)c2cc(NC(=O)c3cc4c(s3)CCCC4)ccc2C)c(C)c1,-10%,-3%,-16%,0,u,-2%,-17%,-6%,-24%
Cc1cccc(OCC(=O)N2CCC(c3ccccc3)C2)c1 (stereo not given),x,-17%,-8%[60.1 µM],-10,20%,15%,-5%,-5%,-9%
COCCNC(=S)NNC(=O)c1ccco1,5%,4%,7%,-2,-10%,-49%,13%,-2%,4%
CC(=O)Nc1ccc2c(c1)OCCOCCOc1cc(NC(C)=O)ccc1OCCOCCOCCO2,x,-8%,x,x,14%,x,19%,0%,x
O=C(CSc1nc(C2CC2)nc2c1cnn2-c1ccccc1)Nc1c[nH]c(=O)[nH]c1=O,4%,-4%,-43%,-10,u,-4%,u,-2%,-11%
Cc1ccc(NC2CCCN(C(=O)CCC3=NNC(=O)CC3)C2)cc1C (stereo not given),1%,-7%,-14%,10,28%,1%,14%,-6%,-2%
CCOc1ccc(NC(=O)Cn2c(=O)n(CCCCCC(=O)NCc3ccccc3)c(=O)c3sccc32)cc1,-7%,-14%,6%,-2,16%,5%,u,x,x
CCN(CC(=O)Nc1ccc(OC)cc1)C(=O)c1ccc(N2CCCC2=O)cc1,-12%,x,1%,-3,x,3%,387%[activator],6%,-19%
CC1CCc2c(sc(NC(=O)c3cc(-c4ccc(Br)cc4)on3)c2C(N)=O)C1 (stereo not given),1%,-6%,-19%,-9,0%,-8%,-20%,x,-5%
CC(C)(C)OC(=O)N1CCC(c2c(C(=O)NCCN3CCOCC3)cnn2-c2ccccc2)CC1,2%,-3%,2%,-5,25%,-10%,u,x,-10%
COCCC1CCCCN1C(=O)c1ccc(OC)c(OC2CCN(C(C)=O)CC2)c1 (stereo not given),2%,x,-12%,-3,x,-15%,-1%,x,-18%
COc1ccccc1-c1nnc(SC(C)C(=O)N2CCOCC2)o1 (stereo not given),-4%,x,-9%,-3,x,-2%,-1%,7%,-15%
CCCCNC(=O)C(CC)Sc1nc2ccccc2c(=O)n1Cc1ccco1 (stereo not given),-2%,8%,-5%[60.1 µM],1,4%,6%,-8%,x,4%
CN(CC(=O)NCc1ccccc1Cl)S(=O)(=O)c1ccc2c(c1)c(=O)n(C)c(=O)n2C,1%,3%,-12%,-11,2%,5%,-14%,x,-8%
Cc1ccc(C(CC(=O)O)Nc2nc(N3CCOCC3)nc(N3CCOCC3)n2)cc1 (stereo not given),0%,-10%,-20%,2,-3%,6%,u,6%,-9%
CCCNC(=O)c1cc(Cl)c(NC(=O)C2=C(C)OCCS2)cc1OC,3%,0%,0%,-11,3%,28%,8%,11%,0%
COC(=O)CCCCCC(CCC(=O)OC)NC(C)=O (stereo not given),1%,-11%,8%,-4,13%,-15%,-19%,-1%,-7%
Cc1ccc(S(=O)(=O)NCC(=O)OCC(=O)Nc2ccc3c(c2)OCCO3)cc1,5%,x,-13%,-13,x,8%,1%,-3%,-21%
COc1ccc(S(=O)(=O)Nc2cccc3c2O[C@@H](CN(C)CC2CC2)[C@@H](C)CN([C@@H](C)CO)C3=O)cc1,5%,x,-6%,-2,x,-3%,0%,7%,-10%
COc1ccc2c(c1)c(N1CCCC1=O)c(C(=O)Nc1ccc(OC)c(Cl)c1)n2C,-6%,3%,-5%,-2,17%,26%,0%,x,-4%
NC(=O)CNC(=O)C1CCN(S(=O)(=O)c2ccc(-n3cnnn3)cc2)CC1,2%,7%,-7%,-5,62%,22%,2%,-13%,-3%
CC1(c2ccccc2)NC(=O)N(CC(=O)N2CCN(S(=O)(=O)c3ccccc3[N+](=O)[O-])CC2)C1=O (stereo not given),-2%,-13%,-22%,-5,20%,20%,-23%,16%,-3%
CCOC(=O)c1c(C)[nH]c(C)c1C(=O)COC(=O)c1cc(OC)cc(OC)c1,-7%,-16%,-13%,-6,13%,-24%,-27%,7%,-10%
CC(=O)NC1C(=O)N(C)c2ccc(Br)cc21 (stereo not given),4%,-5%,-3%,4,0%,-27%,-15%,2%,-9%
O=C(COCc1cc(-c2cccs2)on1)Nc1cc(Cl)ccc1O,3%,-4%,-3%,-11,6%,-10%,-16%,x,-1%
CCOC(=O)c1cc2sccc2n1CC(=O)c1ccc2c(c1)OCCO2,x,-23%,-16%,2,14%,17%,-31%,-7%,-10%
CCC(C(=O)Nc1ccc2c(c1)OCCO2)n1nnc2ccccc2c1=O (stereo not given),-9%,-20%,2%,-5,12%,-7%,0%,18%,-11%
CN(Cc1ccccc1)C(=O)Cn1nc(C(F)(F)F)c2c1CCC2,-3%,-18%,-24%,-5,34%[activator],-32%,0%[57.4 µM],-5%,-17%
S=C(NCC1CC1)N/N=C/c1ccccc1Cl,4%,-9%,1%,-5,1%,-18%,u,-6%,-15%
CC(C)(C)C(=O)C(Cc1ccccc1)n1cncn1 (stereo not given),6%,1%,10%,-1,9%,-29%,22%,2%,-4%
NC(=O)c1cc(S(=O)(=O)NCC2CCC(C(=O)Nc3cccc(Cl)c3)CC2)cs1 (stereo not given),-1%,2%,2%,-12,11%,0%,-27%,x,-5%
COc1ccccc1N1CCN(CCCOc2ccc(F)cc2)CC1,-1%,-6%,-11%,-15,0%,19%,u,-2%,-7%
